# ADAM17 inh: ADAM17 inhibitors, primary screen, biochemical, QFRET. recombinant ADAM17, EDANS/DABCYL FRET peptide cleavage. inhibition, % at 6.95 µM. actives 0.83% (n = 370,000);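 active = inhibition above the mean of compounds lying between control limits plus 3 SD, set per campaign, cut at about 8.5% in these data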;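 also: 0% = DMSO-only wells as the low control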
# Target sequence (P78536 215-824 limits assumed): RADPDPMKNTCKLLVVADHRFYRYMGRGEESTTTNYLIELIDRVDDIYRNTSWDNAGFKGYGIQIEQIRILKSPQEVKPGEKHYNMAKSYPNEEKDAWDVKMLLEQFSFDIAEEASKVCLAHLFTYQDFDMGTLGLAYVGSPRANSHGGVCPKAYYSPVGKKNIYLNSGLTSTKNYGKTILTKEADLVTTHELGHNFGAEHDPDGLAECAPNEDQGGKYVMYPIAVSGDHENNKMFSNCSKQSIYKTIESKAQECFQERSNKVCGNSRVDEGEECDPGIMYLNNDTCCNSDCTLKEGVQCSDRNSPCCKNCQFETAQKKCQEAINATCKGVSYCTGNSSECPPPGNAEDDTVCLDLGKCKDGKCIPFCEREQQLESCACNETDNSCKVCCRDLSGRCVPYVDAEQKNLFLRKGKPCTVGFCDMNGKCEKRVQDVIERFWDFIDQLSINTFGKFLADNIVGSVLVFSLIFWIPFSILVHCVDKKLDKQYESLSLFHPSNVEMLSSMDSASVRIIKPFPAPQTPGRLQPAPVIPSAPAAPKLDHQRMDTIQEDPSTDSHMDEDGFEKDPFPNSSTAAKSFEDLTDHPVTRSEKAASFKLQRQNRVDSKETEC
# GAA850 FXN act: FXN promoter activators, primary screen, cell-based, luciferase luminescence, HEK293 lucGAA850; HEK293 lucGAA850 FXN promoter luciferase reporter, 24 h; percent of 10 µM SAHA response; activation, % at 6 µM; actives 0.56% (n = 360,000);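 active = activation above the average of all compounds screened plus 3 SD, cutoff fixed separately per campaign, cut at about 7.5% in these data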;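 also: 0% = DMSO wells and 100% = 10 µM SAHA wells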
# ADAM10 inh: human ADAM10 inhibitors, primary screen, biochemical, QFRET, HTS; Disintegrin and metalloproteinase domain-containing protein 10 (Homo sapiens), O14672; recombinant ADAM10, EDANS/DABCYL FRET peptide cleavage, 3 h; inhibition, % at 7 µM; actives 0.62% (n = 370,000); AID 720582, 2013;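 active = inhibition above a per-campaign cutoff equal to the mean of compounds falling between control-based bounds plus 3 SD, cut at about 20% in these data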;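 also: 0% = DMSO wells while the 100% control is not disclosed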
# sPLA2-III inh: human group III sPLA2 inhibitors, primary screen, biochemical, QFRET, BODIPY PC-A2 liposome substrate. Group 3 secretory phospholipase A2 (Homo sapiens), Q9NZ20. QFRET BODIPY PC-A2 liposome hydrolysis, fluorescence. inhibition, % at 12.2 µM. actives 0.56% (n = 370,000);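 active = inhibition above mean plus 3 SD of compounds lying within the high and low control bounds, cut at about 19% in these data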;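 also: 0% = median of test compound wells and 100% = no enzyme DMSO wells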
# ssDAF-12 act: S. stercoralis DAF-12 nuclear receptor activators, primary screen, cell-based, luminescence, HEK293, GRIP1 co-expression, lit1-tk-luc | Nuclear hormone receptor DAF-12 (Strongyloides stercoralis) | HEK293 ssDAF-12/GRIP1 lit1-tk-luc reporter; % of 3 µM dafachronic acid response | activation, % at 6.8 µM | actives 1% (n = 370,000) | AID 652126, 2013;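 active = activation above the mean over all tested compounds plus 3 SD, cut at about 0.9% in these data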;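 also: 0% = DMSO-only wells and 100% = 3 µM delta7-dafachronic acid wells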
# hcDAF-12 act: H. contortus DAF-12 nuclear receptor activators, primary screen, cell-based, luminescence, HEK293, lit1-tk-luc reporter | actives 1.4% (n = 370,000) | HEK293 hcDAF-12 lit1-tk-luc reporter; 0% DMSO, 100% Δ7-dafachronic acid | activation, % at 6.8 µM;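 active = activation above the mean of all tested compounds plus 3 SD, cut at about 5.5% in these data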;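 also: 100% = response to 3 µM Δ7-dafachronic acid high control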
# hgDAF12 agonist: H. glycines DAF-12 receptor agonists, primary screen, cell-based, luminescence, HEK293, GAL4 fusion, UAS-luciferase. Nuclear hormone receptor DAF-12 (Heterodera glycines), GAL4 fusion. HEK293 GAL4-hgDAF12 UAS-luciferase reporter, agonist luminescence; normalized to butyrate control. activation, % at 6.8 µM. actives 1.8% (n = 370,000);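 active = activation above a cutoff set at the mean of all screened compounds plus 3 SD, cut at about 10% in these data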;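 also: 0% = DMSO wells and 100% = sodium butyrate wells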
# DAX1 inh-1: DAX1 (NR0B1) inhibitors, primary screen, cell-based, HEK293, Gal4-DAX1, luciferase luminescence. actives 0.99% (n = 340,000). HEK293 Gal4-DAX1 luciferase reporter. Nuclear receptor subfamily 0 group B member 1 (Homo sapiens), P51843. AID 504766, 2011. inhibition, % at 6.75 µM;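 active = inhibition above the mean over all tested compounds plus 3 SD, cut at about 4.2% in these data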;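 also: 0% = DAX1-transfected cells with DMSO and 100% = empty-vector control cells with DMSO; inhibition shows as a rise in luminescence from relieved DAX1 repression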
# Target sequence (P51843 207-470 limits assumed): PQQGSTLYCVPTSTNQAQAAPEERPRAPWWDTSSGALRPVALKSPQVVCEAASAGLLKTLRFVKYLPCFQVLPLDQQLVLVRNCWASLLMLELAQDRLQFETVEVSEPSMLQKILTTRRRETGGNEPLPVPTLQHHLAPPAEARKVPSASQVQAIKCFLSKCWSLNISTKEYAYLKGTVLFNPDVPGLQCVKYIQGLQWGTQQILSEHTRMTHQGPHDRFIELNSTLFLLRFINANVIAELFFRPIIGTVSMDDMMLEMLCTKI
# PLC-beta3 inh: human PLC-beta3 inhibitors, primary screen, biochemical, fluorescence; 1-phosphatidylinositol 4,5-bisphosphate phosphodiesterase beta-3 (Homo sapiens), Q01970; Purified PLC-beta3, fluorogenic substrate; inhibition, % at 12.2 µM; actives 0.18% (n = 370,000); AID 720704, 2013; in the data active = inhibition above about 11%;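 also: 0% = median of compound wells on plate and 100% = full blocker control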
# DAX1 inh-2: DAX1 (NR0B1) inhibitors on StAR promoter, primary screen, cell-based, luminescence, SF-1 (NR5A1), full-length DAX-1; HEK293T StAR-luciferase reporter, SF-1/DAX-1 repression relief; inhibition, % at 6.8 µM; actives 1.1% (n = 370,000); AID 652010, 2013;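 active = inhibition above the mean over all tested compounds plus 3 SD, cut at about 3.6% in these data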;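 also: 0% = DAX-1 cells with DMSO and 100% = cells lacking DAX-1 with DMSO; higher inhibition means more luminescence from relief of DAX-1 repression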
# PLC-gamma1 inh: PLC-gamma1 enzyme inhibitors, primary screen, biochemical, fluorescence, purified enzyme | fluorogenic substrate | actives 0.84% (n = 370,000) | inhibition, % at 12.2 µM; in the data active = inhibition above about 9.5%
# Numbers without * were called inactive; · = not tested or not shown.
SMILES,ADAM17 inh,GAA850 FXN act,ADAM10 inh,sPLA2-III inh,ssDAF-12 act,hcDAF-12 act,hgDAF12 agonist,DAX1 inh-1,PLC-beta3 inh,DAX1 inh-2,PLC-gamma1 inh
COc1ccc(CC(=O)N/N=C(\C)CC(=O)NCc2ccco2)cc1OC,-3,-0.7,1,-1,-1.5,-0.8,0.9,1.2,-7,-0.2,-1
CC(O)(c1ccc(F)c(F)c1)c1nc(-c2cnc3ccccc3c2)cs1 (stereo not given),5,0.8,0,-19,-1.4,-0.1,2.0,·,-12,-0.3,-9
COc1ccccc1-c1coc2cc(OC(=O)/C=C/c3ccccc3)ccc2c1=O,-10,-0.1,-30,-3,-1.0,1.3,1.0,-1.1,-31,0.4,-24
C=CCc1cccc2cc(C(=O)Nc3ccccc3C(=O)O)c(=O)oc12,-5,-12,-7,-6,0.0,-1.6,-1.6,·,-4,-1.7,-3
CCCCn1c(N)c(N(C)C(=O)c2cc3c(s2)CCCCC3)c(=O)[nH]c1=O,0,1.1,-9,5,-0.9,0.4,0.5,0.1,-6,1.9,-3
COc1ccccc1Nc1cc(C)nc(Nc2ccccc2OC)n1,2,0.7,-2,5,-0.9,-1.1,0.2,0.8,0,-1.4,-2
Cc1cc(Cl)ccc1OCC(=O)NCCC(=O)O,0,-1.8,-7,-1,-0.8,-0.9,-1.1,-0.5,2,0.4,1
COc1ccc(CCNC(=O)CNS(=O)(=O)c2cccs2)cc1OC,-7,0.3,-4,-9,-1.6,-1.5,0.5,-0.4,2,-0.2,3
CCN(CC)S(=O)(=O)c1cccc(NC(=O)COC(=O)c2[nH]c(C)c(C(C)=O)c2C)c1,-3,-4.6,-4,-1,-2.2,-3.2,-5.7,-4.0,2,-4.4,-2
Cc1ccc(N2C(=O)[C@@H]3C(C(=O)CCN4C(=O)c5ccccc5C4=O)=NN[C@@H]3C2=O)cc1,1,1.1,0,-12,-1.5,-0.4,-0.7,-0.6,1,-0.5,-2
COc1ccc([C@@H]2CC=C(C(=O)O)[C@H](c3ccc(Br)cc3)N2S(=O)(=O)c2ccc(C)cc2)cc1OC,4,-0.1,-2,-4,-0.8,0.0,3.2,-0.8,-9,0.3,-2
Cc1ccc2nc(NC(=O)c3ccc(N4C(=O)CCC4=O)cc3)sc2c1,-4,3.0,6,-8,-0.2,5.9*,4.5,0.6,-17,0.8,-16
Cc1cccc(NC(=O)CSc2nc(N)c(NC(=O)c3ccccc3F)c(=O)[nH]2)c1,-1,-1.0,1,-3,-1.0,-1.1,-0.9,1.1,-9,1.4,-6
COc1ccc(CN2C[C@H](Cc3ccccc3)[C@@H](CC(=O)Nc3ccccc3)C2=O)cc1,5,·,17,-16,-1.2,-1.2,0.8,-0.3,3,-1.5,7
COc1cccc(NC(=O)Nn2cnnc2)c1,-6,-1.2,0,-1,-1.1,0.3,1.1,-0.9,-6,-0.8,-1
COc1cc2nc(SCc3ccc(C(F)(F)F)cc3)n(Cc3cccs3)c(=N)c2cc1OC,-4,-1.4,0,-1,-0.4,1.0,2.1,1.3,-1,-0.2,-1
Fc1ccccc1Cn1nnc2c(-n3ccnc3)ncnc21,8.7*,0.5,10,12,-0.7,-2.5,1.1,0.5,4,0.1,9
COc1ccccc1Nc1nc(-c2cccc([N+](=O)[O-])c2)cs1,3,3.4,12,-1,-0.4,-0.1,0.9,0.6,-8,0.2,1
Cc1ccc(/C=C2\Oc3cc(OCC(=O)NN)ccc3C2=O)o1,-9,-1.0,-37,-10,-0.9,-3.0,-5.3,-1.0,-97,-0.1,-60
COc1cc(C(=O)Nc2ccccn2)cc(OC)c1OC,-2,-1.2,1,1,-1.2,-1.0,1.9,1.0,1,-0.4,0
CCCCCCCCN1C(=O)[C@@H](CC(=O)NCc2cccc3ccccc23)C[C@@]2(C(=O)OC)C1=C[C@H](COCc1ccccc1)O[C@@H]2C,3,·,5,-21,-1.2,-1.2,2.1,·,-3,-1.1,-1
CN1CCN(C(c2ccc(Cl)cc2)c2cc(Cl)c3cccnc3c2O)CC1 (stereo not given),7,0.0,17,15,-0.4,1.9,-4.9,0.0,-22,-0.3,-14
O=C(Nc1ccc2oc(-c3cccnc3)nc2c1)c1ccc([N+](=O)[O-])o1,-4,3.1,-7,-1,-1.7,-0.6,-0.6,-0.1,-5,-3.6,-4
CN(C)CCC(Oc1ccccc1OCc1ccccc1)c1ccccc1 (stereo not given),-4,-5.8,3,-21,-1.6,-1.9,0.3,3.0,2,-0.2,0
O=C(NCc1n[nH]c(=S)n1-c1ccc(F)cc1)c1ccc(S(=O)(=O)N2CCCCC2)cc1,2,-1.6,-3,11,-1.7,-0.4,2.0,1.5,-3,0.2,1
# Going on with the list.
SMILES,ADAM17 inh,GAA850 FXN act,ADAM10 inh,sPLA2-III inh,ssDAF-12 act,hcDAF-12 act,hgDAF12 agonist,DAX1 inh-1,PLC-beta3 inh,DAX1 inh-2,PLC-gamma1 inh
CC(C)NC(=O)C1(C)CN(S(C)(=O)=O)CC(=O)N1CCc1ccc(O)cc1 (stereo not given),-2,·,-8,7,-0.6,-0.4,-2.3,·,-2,-0.3,0
Cc1ccc(NC(=O)CS(=O)(=O)c2cn(C)c3ccccc23)c(C)c1,0,-1.3,-12,6,-1.5,1.9,1.2,-0.2,-1,-0.5,2
O=C1c2[nH]c3ccccc3c2CC1N1C(=O)c2ccccc2C1=O (stereo not given),-13,1.0,-66,14,-1.2,-2.4,-1.4,1.5,-42,-0.9,-30
CCOC(=O)Cc1csc(NC(=O)CCc2ccc(S(=O)(=O)N3CCOCC3)cc2)n1,-2,-1.2,5,-6,-2.4,-3.7,-1.2,-2.2,2,-0.5,1
C=CCn1c(=O)c2ccccc2n2c(SCC(=O)NC(C)C)nnc12,2,-1.8,3,0,-1.4,-1.3,-0.5,3.3,-3,-0.4,1
CC12CCC(=O)N1C(C(=O)Nc1nnc(SCc3ccccc3F)s1)CS2 (stereo not given),0,0.0,2,-7,-0.5,-0.5,-0.5,1.1,-5,2.6,0
Cn1c(=O)oc2cc(S(=O)(=O)N3CCN(CCO)CC3)ccc21,0,·,-4,4,0.4,-0.8,-0.6,·,3,0.0,0
COc1ccc(N2CCN(c3oc(COc4ccccc4Cl)nc3C#N)CC2)cc1,-1,1.5,4,1,-0.2,-0.1,1.2,-0.7,2,-1.0,-1
COc1ccc(CNC(=O)CSc2nnc3c(Cl)cc(C(F)(F)F)cn23)cc1OC,0,0.4,3,-7,-0.3,-0.7,-2.1,-1.5,1,0.4,1
COc1ccc(-c2sc3cc(OC)c(OC)cc3c2-c2ccc(O)cc2)cc1,-16,1.1,-52,8,-0.8,0.3,-2.4,-0.4,-129,-1.4,-95
COCCOC(=O)C1=C(C)N=C2SCCC(=O)N2C1c1cccs1 (stereo not given),1,0.3,-1,-5,-1.1,-0.9,2.0,-0.3,-5,1.0,-3
Cc1cc(NCC2CCCCC2)nc2ccccc12,-22,-1.1,-56,-1,-0.7,-1.6,1.8,0.4,-22,-0.6,-11
Cc1ccc(/C=N\NC(=O)c2ccc(Cn3cc(Br)c([N+](=O)[O-])n3)o2)o1,-2,1.9,0,-5,-1.3,1.9,0.8,0.9,1,0.2,1
O=C(CN1CCCCC1)NNc1nc(-c2ccccc2)c2cc(Br)ccc2n1,-6,1.7,2,3,-1.6,-1.1,-0.9,0.1,-3,0.1,0
COC(=O)c1ccc(NC(=O)CN(c2ccc(OC)cc2)S(C)(=O)=O)cc1,1,3.6,3,-20,-0.6,3.4,12*,-0.1,1,0.7,2
CN(c1ccc(OC(=O)CN2C(=O)NC3(CCCC3)C2=O)cc1)S(=O)(=O)c1ccccc1,-1,-0.6,-5,-4,-1.1,1.4,0.1,1.9,-8,1.3,0
O=C(Nc1ccc2c(c1)OCCO2)N1CCOCC1,-2,-1.7,-3,2,-1.6,-0.6,1.6,0.0,-4,1.8,0
Cc1ccc(S(=O)(=O)N/N=C/c2cccc([N+](=O)[O-])c2)cc1,3,2.5,3,-4,0.1,0.5,2.6,-1.2,-5,-0.6,2
COc1ccc2c(ccc[n+]2[O-])c1,-6,0.0,-32,3,-1.1,0.6,2.7,0.3,-3,-0.2,0
O=C(CN1CCOCC1)Nc1ccc(-c2nc3ccccc3[nH]2)cc1,-10,3.0,-19,1,-1.1,-0.6,6.3,0.2,-9,1.0,-4
COc1ccccc1CN(C)C(=O)CSc1nnc(C2CC2)n1C1CC1,-5,0.2,-8,7,-1.2,-0.4,-1.2,1.6,-4,0.1,0
Cc1nc(-c2ccc(S(=O)(=O)Nc3ccccc3C)cc2)co1,-2,1.1,9,-2,-1.2,-0.2,-0.3,0.7,-6,-0.8,0
COc1ccc(NC(C)(C)c2nnnn2-c2c(C)cccc2C)cc1,0,1.4,-7,7,-2.0,-2.6,-2.5,0.4,-5,0.2,3
Cc1ccccc1C(=O)N1CCN(c2ccc(NC(=O)c3cccc(OC(C)C)c3)cc2)CC1,5,-0.8,-1,4,-1.6,-0.8,-1.1,-0.6,-4,0.9,4
O=C(NCc1ccccn1)C(C(=O)c1ccc(F)cc1)n1ccccc1=O (stereo not given),-4,4.5,1,9,-1.1,-0.5,0.0,0.1,2,0.3,-1
O=C(/C=C/c1ccccc1)NCCS(=O)(=O)N1CCN(c2ccc(F)cc2)CC1,1,-2.5,5,-4,-1.0,-2.3,-0.9,-0.2,-6,0.2,1
CCOC(=O)CSC1=NC(=O)/C(=C\c2ccc(Cl)cc2)S1,-4,3.2,-6,-18,1.3*,2.5,7.8,-0.5,-12,0.6,-9
COc1ccc(C2=CC(=O)CC(c3ccc(F)cc3)C2)cn1 (stereo not given),-3,-0.1,-9,0,-1.4,-1.0,-0.4,0.6,0,-0.4,0
CCOCCCNC(=O)C(c1ccc(OC)cc1)N(Cc1ccc2c(c1)OCO2)C(=O)c1cnccn1 (stereo not given),-2,-0.1,-1,-2,-1.4,1.8,-1.5,0.5,-8,0.7,-1
Cc1noc(C)c1C(=O)Nc1nc(-c2ccc(F)c(F)c2)cs1,-1,0.8,-17,4,0.1,-1.0,4.0,-0.5,-2,3.0,-6

# Source: PubChem
